# Compound activity from PubChem.
# S100A4 MyoIIA: inhibitors of human S100A4 binding to myosin IIA peptide; AID 652163; actives 0.14% (n = 360,000); S100A4/TAMRA-MyoIIA peptide fluorescence polarization; inhibition, % at 10.7 µM; P26447;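 active = mean inhibition of at least 70% across replicates, with every replicate also reaching that level; inconclusive = mean inhibition reaches 70% but some replicates fall short; inactive = mean inhibition below 70%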
# Target sequence (P26447 whole entry, looked up): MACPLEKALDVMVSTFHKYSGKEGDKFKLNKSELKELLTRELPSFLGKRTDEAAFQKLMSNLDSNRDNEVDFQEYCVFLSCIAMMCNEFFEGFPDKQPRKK
#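 System – human S100A4 monomer protein, biochemical binding assay · Buffer or medium – Calcium-containing HEPES buffer, pH 7.2 · Timing – 5 min between mix addition and reading · Also added – TAMRA-labelled myosin IIA heavy-chain peptide probe, 5 nM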
# ERAP1 HTS inh: inhibitors of human ERAP1 aminopeptidase; Q9NZ08; recombinant ERAP1, Leu-AMC fluorescence, 60 min; inhibition, % at 10.7 µM; actives 0.15% (n = 340,000); AID 652197;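 active = mean replicate inhibition of at least 30%, or all replicates individually reaching that 30% level; inactive = mean below 30% and not every replicate reaching it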;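 note: 0% = neutral control wells and 100% = L-leucinethiol positive control wells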
# SIRT5 inh: inhibitors of human sirtuin-5 desuccinylase; Q9NXA8; Purified SirT5, succinyl-peptide AMC, trypsin-coupled fluorescence; inhibition, % at 15 µM; actives 1.1% (n = 330,000); AID 652115; in the data active = inhibition above about 15%; inconclusive = no clear call, values can overlap the other calls
# Target sequence (Q9NXA8 whole entry, looked up): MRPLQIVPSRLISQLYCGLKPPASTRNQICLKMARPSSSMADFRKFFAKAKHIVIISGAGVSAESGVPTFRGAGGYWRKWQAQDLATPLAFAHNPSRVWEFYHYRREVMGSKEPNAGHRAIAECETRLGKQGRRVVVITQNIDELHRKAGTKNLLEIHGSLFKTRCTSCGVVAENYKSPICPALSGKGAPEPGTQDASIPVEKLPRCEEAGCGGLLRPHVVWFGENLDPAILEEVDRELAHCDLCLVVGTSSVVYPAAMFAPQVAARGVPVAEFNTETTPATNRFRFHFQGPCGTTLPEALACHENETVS
# Cneo AK release: causes C. neoformans cell lysis. actives 0.2% (n = 360,000). lysis activity, % at 15 µM. adenylate kinase release luminescence, 4 h; normalised: neutral wells 0, clomiphene wells 100;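 active = mean lysis activity across replicates of at least 80%, whatever share of replicates individually reach that level; inactive = mean lysis activity below 80%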
#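 Material: C. neoformans cells | Amount: Yeast cell density of 5 × 10^6 cells/mL | Medium: Fresh YPD growth medium | Dosing: Single dose | Times: Static 4 h at 37 °C with compound, 1 h detection | Detection: AK luminescence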
# LGR2 inh: blocks bursicon-induced cAMP signaling via Drosophila LGR2. actives 0.35% (n = 380,000). HEK293 LGR2, CRE-luciferase, bursicon-stimulated, 4 h. inhibition, % at 9.99 µM. AID 720647;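 active = drop in luminescence signal, shown as inhibition above about 50% in the replicate tests, limit read from the data, passing the limit was not always enough; inconclusive = probably only some replicates passing the limit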;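 note: agonist challenge used bursicon conditioned medium at about half maximal strength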
# Xi reactivation: reactivates the inactive X chromosome in mouse fibroblasts; XiGFP mouse fibroblasts, % GFP-positive cells imaging, 3 d; cells co-treated with 5-aza-dC sensitizer; scaled so ellipticine positive control = 100%; activation, % at 7.58 µM; actives 0.055% (n = 360,000);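 active = mean normalized replicate activation at least 10% and every replicate at or above 10%; inconclusive = only one of the two criteria met; inactive = mean below 10% and not all replicates reach 10%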;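 note: 0% = median of on-plate neutral control wells and 100% = ellipticine 6 µM median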
#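 Material: SV40-immortalized XiGFP fibroblast cells, line 68-5-11 | Buffer or medium: DMEM containing 5-aza-dC | Dosing: One concentration, pinned | Times: 3 d treatment, 15 min room-temperature fixation | Controls: Ellipticine 6 µM positive control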
# C2C12 statin: suppression of simvastatin myotoxicity; C2C12 myotubes + simvastatin, ATP luminescence, 48 h; scaled: DMSO 0, geranylgeraniol control 100; AID 602340; actives 0.78% (n = 330,000); rescue of ATP level, % at 7.49 µM;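 active = mean ATP rescue above about 67%, or every replicate alone reaching that limit, limit read from the data, passing the limit was not always enough; inconclusive = no clear call, values can overlap the other calls; inactive = mean under the limit and some replicate under it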;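 note: myotubes were challenged with 10 µM simvastatin during compound exposure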
# PGC1a acetyl inh: lowers PGC1a acetylation signal in U2OS cells | AlphaScreen anti-acetyl-lysine; with virally co-expressed GCN5 acetyltransferase | inhibition, % at 15.6 µM | actives 0.17% (n = 350,000);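 active = every replicate shows inhibition of at least 40%; inconclusive = mean inhibition at least 40% but some replicate below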;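 note: 0% = neutral control wells and 100% = positive control wells; some results beyond the cut were filed as inactive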
# Starred values were filed as active, the others as inactive; ? = inconclusive; / = not tested or not shown. Not all compounds are listed; the hit share may differ from the screen's.
compound	S100A4 MyoIIA	ERAP1 HTS inh	SIRT5 inh	Cneo AK release	LGR2 inh	Xi reactivation	C2C12 statin	PGC1a acetyl inh
CCCCN1CC[C@H]2C=CC[C@@H](C(=O)N3CCN(c4ccccc4)CC3)[C@H]2C1=O	-3	1	-5	-3	-23	-0.2	8	/
Cc1cc(OC(C)C(=O)NC2CC(C)(C)NC(C)(C)C2)c2c(C)c(C)c(=O)oc2c1 (configuration not stated)	0	13	-18	5	0	0.0	-4	-20
Cc1ccc(SCC(=O)Nc2nccs2)cc1	-11	3	2	-3	/	0.2	/	0
CCc1ccc(-c2nc3ccc(Br)cc3c(C(=O)O)c2C)s1	3	4	-4	/	0	0.1	8	/
O=C(NCC[C@@H]1CC[C@H](NS(=O)(=O)c2cccc(F)c2)[C@@H](CO)O1)c1cnccn1	3	1	5	-1	14	0.3	9	0
CC(C)C#Cc1ccc([C@@H]2[C@H](CO)N3C(=O)CN(S(=O)(=O)c4ccccc4)C[C@@H]23)cc1	-2	0	-2	/	-5	0.0	/	-3
O=C(C[C@@H]1C[C@H]2c3cc(NC(=O)c4cccnc4)ccc3O[C@H]2[C@H](CO)O1)NC1CCCC1	-32	-5	-5	/	3	0.1	/	-2
COC(=O)[C@@]1(CCC(=O)OC(C)(C)C)N=C(c2ccc(OCCCO)cc2)O[C@H]1c1ccccc1	-27	-4	3	-1	/	/	/	/
Cc1cc(C)n2nc(SCC(=O)N3CCOCC3)nc2n1	2	4	0	3	16	0.1	3	13
O=c1c(C=NCC2CCCO2)c(-c2ccccc2)[nH]n1-c1ccc([N+](=O)[O-])cc1 (configuration not stated)	-4	-2	0	/	-10	0.0	/	-4
COC(=O)c1ccccc1S(=O)(=O)N1CCC(C(=O)OC(C)C(=O)NC(N)=O)CC1 (configuration not stated)	0	2	-2	/	-19	0.8	/	/
COc1ccc(-c2ccc([C@@H]3[C@@H](CO)N4C(=O)CN(C(=O)C5CCOCC5)C[C@@H]34)cc2)cc1	-4	2	1	/	1	0.0	/	0
C[C@@H]1CN([C@H](C)CO)C(=O)c2cccc(N(C)C)c2O[C@H]1CN(C)Cc1ccc(C(F)(F)F)cc1	3	-5	4	-7	-10	-1.0	-22	-15
COc1cc(C#Cc2c(-c3cncn3C)n(C)c3ccc(-c4ccc5cc[nH]c5c4)cc23)cc(OC)c1	4	2	/	-1	-27	0.4	-6	-17
CCc1nc2ccc(C(=O)NCCN3CCNC3=O)cn2c1N(CCC(C)C)CCN(C)C	-24	-6	/	-4	27	0.5	-13	-6
O=C(C[C@H]1CC[C@H]2[C@@H](COC[C@@H](O)CN2CC2CCCC2)O1)NCC1CC1	?	-2	-5	/	-4	0.2	/	-5
C[C@H]1CN([C@@H](C)CO)C(=O)Cc2cc(NC(=O)c3ccncc3)ccc2O[C@@H]1CN(C)Cc1ccc(C(=O)O)cc1	-5	0	-1	1	-1	-0.9	-3	2
O=C(C1Cc2ccccc2CN1S(=O)(=O)c1ccc(F)cc1)N1CCOCC1 (configuration not stated)	-1	1	25*	-2	0	/	3	-14
CCC(=O)N(C)C[C@H]1Oc2cc(-c3ccccc3)ccc2S(=O)(=O)N([C@@H](C)CO)C[C@H]1C	-11	2	3	-10	5	-0.1	0	3
CCC(=O)NC[C@@H]1[C@@H](c2ccc(C3=CCCCC3)cc2)[C@@H](CO)N1C(=O)C1CC1	7	1	1	/	0	0.4	/	/
C[C@@H]1CCCCO[C@H](CN(C)S(=O)(=O)c2ccc(F)cc2)[C@@H](C)CN([C@@H](C)CO)C(=O)c2cc(NC(=O)c3ccncc3)ccc2O1	-2	0	0	-1	1	0.1	/	-4
CC(C)CC#Cc1cnc2c(c1)C(=O)N([C@@H](C)CO)C[C@H](C)[C@H](CN(C)C(=O)Nc1cc(F)ccc1F)O2	-5	0	-4	2	-5	-0.1	22	-5
C[C@@H]1CCCCO[C@@H](CN(C)S(=O)(=O)c2cccs2)[C@@H](C)CN([C@H](C)CO)C(=O)c2cc(NS(=O)(=O)c3cccs3)ccc2O1	-6	3	1	0	0	0.3	/	10
CCCCC1CCC(C(=O)OCC(=O)N(CCOC)c2c(N)n(Cc3ccccc3)c(=O)[nH]c2=O)CC1 (configuration not stated)	-1	1	-1	/	6	-0.1	/	/
CCN(CC)C(=O)C(=O)c1cn(CC(=O)NCC2CCCO2)c2ccccc12 (configuration not stated)	25	2	1	/	-39	0.9	/	/
CO[C@@H]1CN(C)C(=O)c2ccc(NC(C)=O)cc2OC[C@@H](C)N(C(=O)c2ccncc2)C[C@@H]1C	4	-2	6	-5	11	0.5	0	-10
COc1ccc(C(=O)NC2CCCN(Cc3ccccc3F)C2)c(OC)c1OC (configuration not stated)	-3	-3	-2	0	1	0.0	-4	/
O=C(CSCc1ccccn1)Nc1ccccc1	/	/	/	6	-9	/	12	8
C[C@@H]1CN([C@@H](C)CO)C(=O)c2cc(NC(=O)Nc3ccc(F)cc3)ccc2O[C@@H](C)CCCCO[C@H]1CN(C)Cc1ccc(Cl)c(Cl)c1	2	1	-1	-1	33	-0.5	/	6
COC(=O)[C@H](CC(C)C)NC(=O)c1cc2c(cn1)[nH]c1ccccc12	-16	2	-4	-2	-9	0.0	7	-5
O=C(CSc1nnc(-c2cccnc2)o1)Nc1ccc(F)cc1	-2	0	/	3	-2	0.3	2	-11
O=C(CNS(=O)(=O)c1cccs1)N1CCCCC1	-1	-1	4	-2	-4	-0.1	-42	8
CCCc1nc(SCC(=O)N2CCC(C)CC2)c2c(=O)n(C)c(=O)n(C)c2n1	-2	1	5	/	-1	0.1	-8	-2
Cc1noc(C)c1NC(=O)N(C)C[C@@H]1Oc2c(NC(=O)c3nc4ccccc4s3)cccc2C(=O)N([C@@H](C)CO)C[C@H]1C	23	-3	-1	2	-18	-0.3	28	5
CC(=O)[C@H]1CC[C@H]2[C@@H]3CC=C4C[C@@H](O)CC[C@]4(C)[C@H]3CC[C@]12C	-1	3	1	-2	1	/	-2	-4
CO[C@H]1CN(C)C(=O)c2cc(NS(=O)(=O)c3cccc(F)c3)ccc2OC[C@H](C)N(C(=O)Cc2cccnc2)C[C@@H]1C	13	2	-2	2	1	0.1	11	-5
Cc1[nH]c(=O)[nH]c(=O)c1/C=N/NC(=O)[C@@H](NC(=O)OC(C)(C)C)C(C)C	/	/	/	4	-21	/	5	4
Cc1cc(OCC(=O)OCC(=O)Nc2cc(C(F)(F)F)ccc2N2CCOCC2)ccc1Cl	2	0	0	1	-23	0.1	0	2
CCOc1ccc(CN2CCCC(CNC(=O)c3ccc(F)cc3)C2)cc1CO (configuration not stated)	3	-1	-3	2	5	0.0	17	5
O=C(c1cccc(F)c1)N1C[C@H]2[C@@H](c3ccccc31)[C@@H](CO)N2C(=O)c1ccccn1	-5	-1	3	4	-2	0.0	2	0
CCn1c(C)c(C)c2cc(C(=O)N3CCN(c4ccccc4)CC3)ccc21	-46	-1	-1	-2	26	0.0	12	-13
COc1cccc2cc(-c3nnc(-c4ccccc4)o3)c(=O)oc12	3	11	-8	-2	11	0.2	-4	-8
Cc1[nH]n(-c2ccccc2)c(=O)c1N=Nc1c(O)cc(S(=O)(=O)N(C)C)c2ccccc12	1	/	/	-1	20	-0.1	-123	12
COc1cc2cc(CCOC(=O)c3ccco3)oc(=O)c2cc1OC	1	0	/	1	-33	-0.1	-10	-1
O=C(NCC[C@@H]1CC[C@@H](NS(=O)(=O)Cc2ccccc2)[C@H](CO)O1)C1CCCC1	-24	0	3	2	-10	0.1	3	7
[O-][N+](=Cc1c(Cl)cccc1Cl)CC1(O)CCCCC1	2	2	3	-15	3	-0.1	-5	-1
O=C(N/N=C/C=C/c1ccc([N+](=O)[O-])cc1)C1COc2ccccc2O1 (configuration not stated)	-2	4	2	/	9	0.1	/	/
COc1ccc(Cc2nc3ccc(C(=O)NC4CCOC4)cc3o2)cc1OC (configuration not stated)	-4	1	/	1	0	0.2	-3	2
CCN1CCN(C(CC(C)C)c2nnnn2CS(=O)(=O)c2ccc(C)cc2)CC1 (configuration not stated)	-5	-5	-4	1	1	0.0	58	-2
COCc1cc(N2CCN(C(=O)OC(C)(C)C)C[C@H]2C)ccc1N1CC[C@H](O)C1	-25	1	1	/	-11	0.6	/	/
O=c1oc(Nc2ccccc2F)nc2ccccc12	/	/	/	0	-25	/	1	3
Cc1ccc(NC(=O)CO/N=C/c2ccc(N(C)C)cc2)cc1	0	1	-5	/	2	0.2	/	4
Cc1ccc(OCCC(=O)O)cc1	4	0	-3	7	5	0.0	-61	3
Cc1ccc(S(=O)(=O)/N=C2/NC(=O)/C(=C\c3ccccc3)S2)cc1	1	5	-13	1	-9	-0.1	4	/
CCN1CCN(S(=O)(=O)c2ccc(OC)c(NC(=O)c3ccccc3)c2)CC1	3	-1	-1	-1	13	0.4	-3	/
COc1ccccc1CNC(=O)CN1CCN(c2ccc(C(C)=O)cc2)CC1	-1	-1	1	8	-7	0.0	5	19

# New compounds follow:
compound	S100A4 MyoIIA	ERAP1 HTS inh	SIRT5 inh	Cneo AK release	LGR2 inh	Xi reactivation	C2C12 statin	PGC1a acetyl inh
CC(C)C#Cc1cnc2c(c1)C(=O)N([C@@H](C)CO)C[C@@H](C)[C@H](CN(C)S(=O)(=O)c1cn(C)cn1)O2	-3	0	-2	-6	4	-0.9	-6	15
Cc1cc(C(=O)Nc2cccc3c2O[C@H](CN(C)C(=O)Nc2ccc(C(F)(F)F)cc2)[C@H](C)CN([C@@H](C)CO)C3=O)n(C)n1	-2	0	5	-4	30	-0.7	7	13
COc1ccc(Cc2nc3ccc(C(=O)NCC(C)(C)OC)cc3o2)cc1	-3	-3	-1	-2	-45	0.2	-3	7
O=C(Nc1ccc(Br)cc1)c1cc([N+](=O)[O-])cc([N+](=O)[O-])c1	-1	0	3	9	4	0.0	0	14
COc1ccc(S(=O)(=O)N2C[C@@H](O)COC[C@H]3O[C@H](CC(=O)NCc4ccc(Cl)c(Cl)c4)CC[C@@H]32)cc1	5	0	6	0	3	-0.1	5	-13
Cc1cc(C)c2cc(C(=O)Nc3ccc4c(c3)OCO4)[nH]c2c1	1	0	-1	/	3	0.0	/	/
COC(=O)Nc1nc(Sc2ncc(C(F)(F)F)cc2Cl)n[nH]1	-3	-3	-1	/	-8	0.4	8	0
Cc1cc(C(=O)Nc2ccccc2C(=O)O)ccc1NC(=O)COc1cccc(C)c1C	-2	2	-4	-2	11	0.0	3	/
C[C@@H]1CCCCO[C@H](CN(C)C(=O)Nc2ccc3c(c2)OCO3)[C@H](C)CN([C@H](C)CO)C(=O)c2cc(NC(=O)NC3CCCCC3)ccc2O1	/	/	/	46	13	0.3	/	-16
